Screens: PubChem, several laboratories
MRP resist rev = reverses drug resistance mediated by MRP. H69AR cells + 2 uM doxorubicin, CellTiter-Glo, 72 h. hit rate 0.04% among 85,000. differential viability (reversal), % at 10 µM;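 active = viability drop by adding the cancer drug above about 55%, with treated viability meeting a 40% cutoff, limit read from the data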;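 note: viability without doxorubicin minus viability with 2 µM doxorubicin for each compound; larger differential means the compound sensitizes cells more to doxorubicin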
NFkB transloc inh = blocks IL-1B driven NFkB nuclear translocation in HUVEC cells; hit rate 0.43% among 94,000; HUVEC IL-1B NFkB p65 nuclear translocation imaging; inhibition, % at 2 µM; AID 796;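 active = inhibition above about 30% together with a positive call from visual inspection of the well image, limit read from the data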;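 note: nuclear over cytoplasmic p65 intensity ratio measured by imaging; 0% = IL-1B stimulated DMSO wells and 100% = unstimulated DMSO wells; values of inactives mirror those of a sister screen read the other way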
Bcl-B displacement = displacers of TR3 peptide from Bcl-B, primary screen, selectivity assay for Bfl-1 inhibitor project, biochemical, fluorescence polarization. FP displacement of FITC-TR3 peptide from Bcl-B; higher % means a stronger effect. one-dose displacement, % at 20 µM; IC50 in µM for titrated hits. hit rate 0.11% among 96,000. AID 748;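 active = displacement above 50% at 20 µM plus a fluorescence interference ratio under 1.5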;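 note: plate controls were wells without compound for no effect and wells lacking Bcl-B protein for full effect; a part of the inactive calls stands beside numbers as strong as those of hits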
PLAP inhibition = inhibition of human placental alkaline phosphatase – biochemical, luminescence, HTS (AID 690) | hit rate 0.08% among 96,000 | one-dose inhibition, % at 20 µM; IC50 in µM for titrated hits | purified PLAP, luminescent substrate; higher % means a stronger effect; in the data active = a potency from the dose series; inactive = the rest, 99 in 100 with inhibition below about 30%; note: strong numbers were not always called active
NFkB transloc pot = enhances IL-1B driven NFkB nuclear translocation; HUVEC IL-1B NFkB p65 nuclear translocation imaging; hit rate 0.3% among 94,000; activation, % at 2 µM; AID 819;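 active = activation above 40%, about the mean plus 3 SD, also judged a hit on visual image review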;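 note: percent activation is computed from the nuclear over cytoplasmic p65 intensity ratio; values of inactives mirror those of a sister screen read the other way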
MRP resist rev cytotoxicity = also measured in MRP resist rev; calls as there; viability, %; H69AR cells, CellTiter-Glo, 72 h; measured here: cytotoxicity without doxorubicin
MRP resist rev with doxorubicin = also measured in MRP resist rev; calls as there; viability, %; measured here: viability with 2 uM doxorubicin; active compounds read low
NFkB transloc inh cell count 2 µM = further read-out of NFkB transloc inh, marked with its call; cell count; measured here: cells passing quality filter;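 raw number of nuclei counted in each imaged well without normalization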
NFkB transloc pot cell count 2 µM = further read-out of NFkB transloc pot, marked with its call; cell count; measured here: cells passing quality filter
Active calls of the source: *; / = no result given. The list is partial; the hit share may differ from the screen's.

SMILES	MRP resist rev	MRP resist rev cytotoxicity	MRP resist rev with doxorubicin	NFkB transloc inh	NFkB transloc inh cell count 2 µM	Bcl-B displacement	PLAP inhibition	NFkB transloc pot	NFkB transloc pot cell count 2 µM
CC(C)c1ccc(S(=O)(=O)N2CCN(C(=O)c3cccc(F)c3)CC2)cc1	2.4	88.2	85.8	3.2	150	1.3%	-22.0%	-3.2	150
Cc1c(Cl)cccc1NC(=O)CCN1CCCC(C)C1 (configuration not stated)	-0.7	85.9	86.7	/	/	-17.6%	1.6%	/	/
O=c1[nH]c2ccc(S(=O)(=O)N3CCN(c4ccccc4F)CC3)cc2s1	-5.0	92.4	97.4	/	/	-6.1%	3.6%	/	/
Cc1ccc(-n2nnnc2SCC(=O)Nc2sc(C)c(C)c2C#N)cc1C	/	/	/	7.2	132	-3.0%	-21.3%	-7.2	132
CCOc1ccc(N2Cc3ncccc3C2=O)cc1	/	/	/	/	/	-5.2%	-21.5%	/	/
Cn1cccc1C(=O)NC(=O)COC(=O)Cc1coc2ccc3ccccc3c12	-3.8	96.2	100.0	-8.9	104	-27.4%	-32.0%	8.9	104
CCOc1cccc(N2C(=O)CC(NCc3ccc(S(N)(=O)=O)cc3)C2=O)c1 (configuration not stated)	-9.1	91.9	100.9	-11.8	81	-1.2%	-15.9%	11.8	81
NC(=O)c1ccccc1N/C=C/C(=O)c1ccco1	-4.0	95.2	99.2	-4.3	86	12.9%	9.1%	4.3	86
Cc1ccc(N(O)C(=O)OCCNC(=O)Nc2ccccc2)cc1	-23.3	79.2	102.5	-17.2	144	1.6%	4.7%	17.2	144
COc1cc(C(C(=O)NC(C)(C)C)N(C(=O)CNC(=O)c2cccs2)c2ccccc2)cc(OC)c1OC (configuration not stated)	/	/	/	-15.6	111	-2.9%	-24.9%	15.6	111
CCn1c(SCC(=O)Nc2nc(C)cs2)nnc1-c1ccco1	8.5	92.1	83.6	12.2	111	-5.0%	14.3%	-12.2	111
O=C(c1ccccc1)c1ccncc1	2.5	97.3	94.8	-7.6	113	-4.3%	12.0%	7.6	113
N#CC1=C(N)C(C#N)(C#N)C(c2ccc[nH]2)C2CCCC=C12 (configuration not stated)	/	/	/	-8.5	138	-18.1%	-9.5%	8.5	138
CC(C)(C)Nc1c(N)c(=O)oc2ccccc12	10.3	98.7	88.4	-0.9	122	/	/	0.9	122
O=C(OC1CCOC1=O)c1cc(-c2ccccc2)nc2ccccc12 (configuration not stated)	/	/	/	0.0	148	16.5%	-46.5%	0.0	148
Cc1nn(Cc2c(F)c(F)c(F)c(F)c2F)c(C)c1NC(=O)c1cccc(COc2ccccc2Cl)c1	/	/	/	-8.3	163	0.9%	7.4%	8.2	163
O=C(N1CCOCC1)N1CCC(c2nc(-c3ccc(S(=O)(=O)N4CCOCC4)cc3)no2)CC1	15.3	98.1	82.8	1.4	34	5.7%	-32.0%	-1.4	34
COc1ccc(CC(=O)NCC2(c3ccc(OC)c(OC)c3)CCOCC2)cc1	-2.1	93.2	95.3	-0.3	164	2.6%	2.2%	0.2	164
COc1cc2c(C#N)c(N3CCCCC3)nc(N)c2c(N)n1	-8.3	44.2	52.5	-8.4	207	-47.0%	-9.4%	8.5	207
Cc1occc1-c1nnc(SCC(=O)N2CCCc3ccccc32)n1Cc1ccco1	-5.5	84.8	90.3	0.7	123	7.9%	-49.0%	-0.7	123
O=C(Nc1ccc(F)cc1)N1CCOCC1	10.8	105.3	94.5	10.1	76	-5.6%	16.7%	-10.1	76
COc1ccccc1N1CCN(C(=O)c2ccccc2Oc2ccccc2)CC1	-4.0	70.7	74.8	-32.3	141	1.9%	-63.6%	32.3	141
CC(C)OC(=O)c1sc2nc(-c3ccccc3)ccc2c1N	/	/	/	-20.9	144	-4.4%	8.9%	13.5	174
Cn1cc(S(=O)(=O)N2CCN(C(=O)c3ccco3)CC2)c(=O)n(C)c1=O	10.8	103.0	92.1	-18.6	57	8.3%	-0.6%	18.6	57
CS(=O)(=O)Nc1ccc(Br)cc1C(=O)c1ccccc1	17.2	108.6	91.5	-3.1	160	8.9%	-59.0%	3.1	160
CC(=O)Nc1ccc(S(=O)(=O)NCc2ccc(C)cc2)cc1	7.0	100.3	93.4	-2.5	179	-3.7%	-2.4%	2.5	179
COc1cccc(-n2c(SCC(=O)Nc3sc4c(c3C(N)=O)CCC4)nc3ccccc3c2=O)c1	/	/	/	-11.2	176	-11.4%	-16.7%	11.2	176
CCNc1c(N)c(=O)oc2ccccc12	13.6	91.0	77.3	-21.2	80	-8.2%	6.6%	21.2	80
Cc1ccsc1CN1CCN(c2ccccn2)CC1	/	/	/	/	/	4.4%	-11.0%	/	/
O=C(Oc1nsnc1N1CCOCC1)N1CCOCC1	-2.5	84.4	86.9	3.2	49	0.0%	-2.1%	-3.2	49
Cc1cc(C)nc(N2CCC(C(=O)NCCc3ccccc3)CC2)n1	/	/	/	2.0	166	-0.9%	-1.3%	-2.0	166
Cc1cc(C)c2nc(SCC#N)cc(C)c2c1	-30.4	24.0	54.5	/	/	-3.0%	12.2%	/	/
Cc1ccc(C)c2[nH]c(=O)c(CCNC(=O)CC(C)(C)C)cc12	20.6	100.3	79.7	-4.4	53	1.6%	2.9%	4.4	53
O=C(c1ccccc1)N1CCN(C2CCCCC2)CC1	1.4	94.1	92.6	11.8	111	/	/	-11.8	111
Cc1noc(C)c1COC(=O)CCCc1c[nH]c2ccccc12	6.1	80.0	73.9	/	/	-0.5%	-53.1%	/	/
O=C(Nc1ccc(Cl)cc1)[C@@H]1[C@@H]2C(=O)N(c3ccc(Cl)cc3Cl)C(=O)[C@@H]2[C@H]2C=CC=NN21	4.1	94.8	90.7	3.0	59	-3.5%	-46.8%	-3.0	59
COc1cc2nc(CN3CCN(c4ncc(C(F)(F)F)cc4Cl)CC3)[nH]c(=O)c2cc1OC	-3.1	75.7	78.8	/	/	-0.1%	-30.4%	/	/
Cc1ccc(-c2nnn(CC(=O)N3CCN(c4nc5ccccc5s4)CC3)n2)cc1	/	/	/	0.8	187	-2.7%	8.8%	-0.8	187
c1ccc(-c2ccccc2-n2cnnn2)cc1	-6.2	89.1	95.3	/	/	1.8%	-7.1%	/	/
Cc1ccc(NC(=S)NC(NC(=O)c2ccco2)C(Cl)(Cl)Cl)cc1 (configuration not stated)	-28.8	22.2	51.1	5.4	64	-9.7%	-9.6%	-5.4	64
C(=N\c1nccs1)/c1c[nH]c2ccccc12	-17.6	71.6	89.2	-8.3	50	-8.3%	-4.2%	8.3	50
NC(=O)c1ccc(NC(=O)c2ccc(CN3CCOCC3)cc2)cc1	9.1	102.0	92.9	-12.3	205	0.2%	14.0%	12.3	205
c1csc(Cc2nc3ccccc3[nH]2)c1	/	/	/	/	/	-1.8%	15.9%	/	/
Cn1c(=O)c(NCCc2ccccc2)c2c3c(cccc31)C(=O)c1ccccc1-2	63.7*	90.9*	27.2*	-17.2	174	187.1%	7.9%	17.2	174
COc1ccc(-n2c(C)c(C(C)=O)c3cc(O)ccc32)cc1	/	/	/	-7.1	124	-0.2%	-2.9%	7.1	124
CCc1cc2c(=O)c(-c3cscn3)coc2c(CN(C)C)c1O	4.6	89.3	84.8	-13.9	127	-1.4%	23.4%	13.9	127
CCCCOC(=O)Nc1nnc(COc2ccccc2)s1	-5.5	90.8	96.3	/	/	-7.3%	-25.7%	/	/
Cc1ccc(C)c(NC(=S)NC(NC(=O)N(C)C)C(Cl)(Cl)Cl)c1 (configuration not stated)	/	/	/	-1.0	94	2.2%	-58.0%	1.0	94
O=S(=O)(/N=C/c1c(O)ccc2ccccc12)c1cccs1	-10.6	86.1	96.7	0.7	140	4.7%	-23.3%	-0.7	140
CC1(C)CC(=O)C2=C(C1)N(c1cccc(O)c1)C1=C(C2)C(=O)CC(C)(C)C1	49.0	95.6	46.6	-3.3	192	38.8%	-64.0%	3.3	192
Cc1cc(C(N)=O)c2cc(Br)ccc2n1	-5.9	84.6	90.5	-18.1	160	-2.8%	24.8%	18.1	160
Cc1cc(C)nc(NS(=O)(=O)c2ccc(NS(=O)(=O)c3ccccc3)cc2)n1	-2.0	100.6	102.6	-22.8	165	-14.5%	-11.3%	22.8	165
O=C(NCc1ccco1)C1CCN(S(=O)(=O)N2CCC3(CC2)OCCO3)CC1	-4.5	84.3	88.8	1.2	92	-4.9%	-16.6%	-1.2	92
CCOC(=O)CCc1nc2ccccc2[nH]1	-1.3	103.0	104.3	-2.0	112	3.2%	25.2%	2.0	112
CCOC(=O)N1CCC(NCCNC(=O)c2ccc(Cl)cc2)CC1	26.9	88.5	61.6	-27.1	122	-2.8%	2.8%	27.1	122
O=C(N/N=C/c1ccncc1)c1ccccc1	/	/	/	0.8	140	1.2%	12.4%	-0.8	140
C=CCNc1nc(N)c(C(=O)Nc2cc(C)on2)s1	-8.9	67.8	76.7	10.1	30	-2.7%	5.4%	-10.1	30
O=C(CNC(=O)c1ccc([N+](=O)[O-])cc1)c1ccccc1	/	/	/	-6.6	127	1.5%	11.0%	-7.5	154
Cc1ccc(-c2nn3c(C)nnc3s2)cc1NC(=O)c1cccnc1	/	/	/	3.3	155	-1.5%	-17.3%	-3.3	155
CC1=CC(C)(C)Nc2ccc(OC(=O)CN3C(=O)c4cccc5cccc(c45)C3=O)cc21	/	/	/	5.7	82	-25.1%	-8.3%	-5.7	82

Filtered by structure, the compounds so far with a tert-butyl group.
SMILES	MRP resist rev	MRP resist rev cytotoxicity	MRP resist rev with doxorubicin	NFkB transloc inh	NFkB transloc inh cell count 2 µM	Bcl-B displacement	PLAP inhibition	NFkB transloc pot	NFkB transloc pot cell count 2 µM
COc1cc(C(C(=O)NC(C)(C)C)N(C(=O)CNC(=O)c2cccs2)c2ccccc2)cc(OC)c1OC (configuration not stated)	/	/	/	-15.6	111	-2.9%	-24.9%	15.6	111
CC(C)(C)Nc1c(N)c(=O)oc2ccccc12	10.3	98.7	88.4	-0.9	122	/	/	0.9	122
Cc1ccc(C)c2[nH]c(=O)c(CCNC(=O)CC(C)(C)C)cc12	20.6	100.3	79.7	-4.4	53	1.6%	2.9%	4.4	53

Sorted by value in NFkB transloc pot (descending): 3 of the compounds above
Structure | Bcl-B displacement | PLAP inhibition | NFkB transloc pot | NFkB transloc pot cell count 2 µM
Cc1cc(C)nc(NS(=O)(=O)c2ccc(NS(=O)(=O)c3ccccc3)cc2)n1 | -14.5% | -11.3% | 22.8 | 165
COc1ccc(-n2c(C)c(C(C)=O)c3cc(O)ccc32)cc1 | -0.2% | -2.9% | 7.1 | 124
CC1=CC(C)(C)Nc2ccc(OC(=O)CN3C(=O)c4cccc5cccc(c45)C3=O)cc21 | -25.1% | -8.3% | -5.7 | 82

The list continues.
SMILES	MRP resist rev	MRP resist rev cytotoxicity	MRP resist rev with doxorubicin	NFkB transloc inh	NFkB transloc inh cell count 2 µM	Bcl-B displacement	PLAP inhibition	NFkB transloc pot	NFkB transloc pot cell count 2 µM
COc1ccccc1-c1cc(C(=O)Nc2cc(C)n(Cc3ccc(Cl)cc3)n2)no1	-12.0	5.4	17.4	-6.7	164	-5.5%	12.4%	6.7	164
Cc1cc(NCCN(C)C)n2nc(-c3cccs3)cc2n1	-6.5	70.8	77.3	9.7	157	13.0%	-44.7%	-9.7	157
CCCC(=O)N1CCc2cc(OC)c(OC)cc2C1c1cc2cc3c(cc2[nH]c1=O)OCO3 (configuration not stated)	18.6	90.6	72.0	3.2	99	/	/	-3.2	99
C=CCNS(=O)(=O)c1ccc(OC)c(C)c1	1.4	91.6	90.2	-4.7	128	-4.0%	-6.5%	4.7	128
Cc1ccccc1C1C(C#N)=C2N=C(N)c3c(sc4c3CCCCC4)N2C2=C1C(=O)CCC2 (configuration not stated)	/	/	/	-1.6	128	-34.1%	-29.3%	1.6	128
COC(=O)c1ccc(NC(=O)CC2C(=O)N(c3ccc(C)cc3)C(=O)N2CC(C)C)cc1 (configuration not stated)	13.9	109.0	95.0	7.2	98	6.6%	1.5%	-7.2	98
